Assay outcomes from PubChem.
M. tuberculosis = growth inhibition of non-replicating M. tuberculosis (AID 488890); Mycobacterium tuberculosis non-replicating, growth inhibition; higher % means a stronger effect; actives 0.39% (n = 320,000); inhibition, % at 25 µM, or IC50 in µM where a hit was titrated; in the data active = a potency from the dose series; inconclusive = inhibition mostly from about 82% at the one dose, without a potency; inactive = the rest, 99 in 100 with inhibition below about 76%;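 note: plate controls were DMSO cells for no effect and high antibiotic wells for full effect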
PhoP GFP inhibition = PhoP regulon inhibitors, Salmonella typhi PhoP promoter GFP reporter, confirmatory (AID 1850) | Salmonella Typhi PhoP-promoter GFP reporter, fluorescence, 4 h; higher % means a stronger effect | inhibition, % at 50 µM; hits with a dose series show IC50 in µM | actives 0.33% (n = 310,000); in the data active = a potency from the dose series; inconclusive = inhibition mostly from about 25% at the one dose, without a potency; inactive = the rest, 99 in 100 with inhibition below about 19%;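 note: 0% = induced wells with vehicle and 100% = uninduced wells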
influenza NS1A = H1N1 influenza NS1A inhibitors, functional cell based assay (AID 504329); actives 0.3% (n = 340,000); one-dose inhibition, % at 12.5 µM; IC50 in µM for titrated hits; NS1A functional cell-based assay, percent inhibition; higher % means a stronger effect; in the data active = a potency from the dose series; inconclusive = inhibition above about 27% without an active follow-up result; note: strong numbers were not always called active
VEEV TC-83 Vero = inhibitors of VEEV TC-83 cytopathic effect, confirmation, Vero cells (AID 588727); actives 0.13% (n = 350,000); Vero cells, VEEV TC-83 cytopathic effect inhibition; higher % means a stronger effect; inhibition, % at 20 µM; hits with a dose series show IC50 in µM; in the data active = a potency from the dose series; inconclusive = inhibition mostly from about 14% at the one dose, without a potency; inactive = the rest, 99 in 100 with inhibition below about 12%; note: strong numbers were not always called active
M. tuberculosis HTS = M. tuberculosis growth inhibition, HTS (AID 449762). inhibition, % at 25 µM; hits with a dose series show IC50 in µM. M. tuberculosis H37Rv growth inhibition, 7H9 media; higher % means a stronger effect. actives 0.59% (n = 330,000); in the data active = a potency from the dose series; inconclusive = inhibition above about 70% without an active follow-up result;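 note: bacterial growth assessed after seven days of incubation; strong numbers were not always called active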
VEEV TC-83 Vero 10K pilot screen = further read-out of VEEV TC-83 Vero, marked with its call; inhibition, %; measured here: 10K pilot screen inhibition
* hit, by the source's call; i = inactive; ? = inconclusive; / = no result given.

SMILES | M. tuberculosis | PhoP GFP inhibition | influenza NS1A | VEEV TC-83 Vero | M. tuberculosis HTS | others
O=C(c1ccc(Oc2ccc(C(F)(F)F)cc2[N+](=O)[O-])cc1)N1CCOCC1 | -25.2% | -8.7% | 1.5% | 0.3% | -2.4%
CC1=C(C(=O)Nc2ccc(C)cc2C)C(c2ccc([N+](=O)[O-])cc2)n2ncnc2N1 (stereo unspecified) | -7.2% | -4.1% | -4.5% | 1.9% | -2.9%
O=C(NCc1ccccc1)c1ccc(Cl)cc1[N+](=O)[O-] | -9.8% | -6.3% | 10.5% | 2.3% | 0.3%
N#CCCn1cc(C(=O)Nc2ccccc2Cl)c(-c2ccc(F)cc2)n1 | -3.7% | -9.9% | -8.6% | 1.2% | 3.1%
CCn1c(/N=C/c2ccccc2O)nc2ccccc21 | 0.7% | -0.9% | -4.1% | 0.7% | -2.5%
CCCCOc1ccc(NC(=O)CSc2nnnn2C)cc1 | / | -13.8% | 17.2% | 0.3% | ?
O=C1CC(=C(c2ccccc2)c2ccccc2)C(=O)N1CCCN1CCN(c2cccc(Cl)c2)CC1 | 22.6% | 1.5% | 2.9% | 3.5% | 59.9%
Cc1ccccc1CS(=O)(=O)Cc1ccc(C(=O)NCC2CCCO2)o1 (stereo unspecified) | 22.6% | -5.9% | 3.4% | 1.5% | /
O=C1CC(c2ccccc2)c2cc(O)ccc2O1 (stereo unspecified) | 11.3% | 7.8% | -11.5% | 0.2% | -1.8%
Fc1cc(Cl)ccc1NC1=NCCCCC1 | 7.6% | 2.0% | -8.1% | i | 4.4%
COc1ccc(CCNC(=O)CN(Cc2ccc(Cl)cc2)S(C)(=O)=O)cc1 | 4.4% | 2.2% | -5.8% | i | 2.2%
CCCN1CCC(=O)N([C@H](COc2ccccc2)c2ccccc2)CC1 | 25.6% | 11.0% | -2.7% | i | -13.0%
O=C(COc1cc2oc(=O)c3c(c2cc1Cl)CCC3)NCCCn1ccnc1 | -5.0% | 4.1% | -4.8% | 1.0% | 1.2%
COc1c(N)c2c(c([N+](=O)[O-])c1OC)C(=O)OC2 | / | / | 1.2% | 1.8% | /
Cc1cc(/C=C2/NC(=O)N(Cc3ccccc3F)C2=O)c(C)n1C | 22.5% | -5.8% | 7.8% | 0.5% | 5.1%
Cn1c(Cn2c(=O)sc3ccccc32)nnc1SCC(=O)N1CCN(c2ccccc2)CC1 | 9.6% | -8.2% | -6.8% | 0.4% | 4.2%
Cc1ccc(NC(=O)CSCC(=O)NNC(=O)c2ccoc2C)cc1 | -0.5% | 16.7% | -3.5% | 0.9% | -12.3%
COc1ccc(CCn2c(=N)c(C(=O)NCc3ccco3)cc3c(=O)n4cccc(C)c4nc32)cc1 | 20.9% | -5.9% | -2.1% | 7.2% | 52.4%
COC(=O)CC1C(=O)NCCN1C(=O)c1ccc([N+](=O)[O-])cc1 (stereo unspecified) | -6.9% | -5.6% | -2.0% | 0.2% | -0.4%
COc1ccc(/C=C(/NC(=O)c2ccc([N+](=O)[O-])cc2)C(=O)NCCCN(C)C)cc1 | 0.2% | -0.1% | -4.6% | 0.6% | -5.8%

Copied from the listing, five compounds:
SMILES | M. tuberculosis | PhoP GFP inhibition | influenza NS1A | VEEV TC-83 Vero | M. tuberculosis HTS | others
COc1ccc(CCNC(=O)CN(Cc2ccc(Cl)cc2)S(C)(=O)=O)cc1 | 4.4% | 2.2% | -5.8% | i | 2.2%
CCCN1CCC(=O)N([C@H](COc2ccccc2)c2ccccc2)CC1 | 25.6% | 11.0% | -2.7% | i | -13.0%
O=C(COc1cc2oc(=O)c3c(c2cc1Cl)CCC3)NCCCn1ccnc1 | -5.0% | 4.1% | -4.8% | 1.0% | 1.2%
COc1c(N)c2c(c([N+](=O)[O-])c1OC)C(=O)OC2 | / | / | 1.2% | 1.8% | /
Cc1cc(/C=C2/NC(=O)N(Cc3ccccc3F)C2=O)c(C)n1C | 22.5% | -5.8% | 7.8% | 0.5% | 5.1%

Returning to the listing, starting 2 compounds before the break.
SMILES | M. tuberculosis | PhoP GFP inhibition | influenza NS1A | VEEV TC-83 Vero | M. tuberculosis HTS | others
COC(=O)CC1C(=O)NCCN1C(=O)c1ccc([N+](=O)[O-])cc1 (stereo unspecified) | -6.9% | -5.6% | -2.0% | 0.2% | -0.4%
COc1ccc(/C=C(/NC(=O)c2ccc([N+](=O)[O-])cc2)C(=O)NCCCN(C)C)cc1 | 0.2% | -0.1% | -4.6% | 0.6% | -5.8%
c1cncc(Cc2cc3ccccc3[nH]2)c1 | 8.7% | 4.0% | -3.9% | 1.3% | -1.6%
COc1ccc(CCNC(=O)CSc2nn3c(=O)c(C)nnc3s2)cc1OC | -4.4% | -7.3% | -8.7% | 0.2% | -6.6%
CCN(CC)CCCNC(=O)C1CCN(c2ncnc3c2sc2cccc(F)c23)CC1 | 16.7% | 3.1% | 14.7% | 0.6% | -2.5%
COc1ccccc1N1CCN(C(=O)C(C)N(c2ccc(C)cc2)S(C)(=O)=O)CC1 (stereo unspecified) | -3.5% | 0.0% | 7.0% | 0.7% | -2.2%
O=C(CCSc1ccccc1)NCc1cccnc1 | -1.4% | -1.6% | 1.2% | 0.5% | -7.1%
CCOc1c(Br)cc(/C=C2/SC(=O)N(CC(=O)N3CCCC3)C2=O)cc1OC | 19.6% | -8.6% | -1.7% | 0.6% | 7.7%
C/C=C/Cn1c(SCCCc2ccccc2)nc2c1c(=O)[nH]c(=O)n2C | 20.9% | -5.7% | 3.7% | 7.8% | 3.9% | VEEV TC-83 Vero 10K pilot screen=5.8
COc1cccc(C=NNc2nc3ccccc3s2)c1OC | / | / | -26.8% | 5.5% | /
Cn1c(N)c(C(=O)CSc2nnc(-c3ccccc3F)n2C2CC2)c(=O)n(C)c1=O | -3.5% | -0.6% | -3.1% | 1.3% | -1.2%
Cc1[nH]c2ccccc2c1C1=CC(=O)C=CC1=O | / | / | 19.1% | 1.6% | /
COc1ccc(C(=O)O)cc1NS(=O)(=O)c1cccc2nsnc12 | 11.4% | -0.3% | 0.6% | 0.2% | 11.0%
COP(=O)(OC)C(Nc1ccc([N+](=O)[O-])cc1)c1ccccc1 (stereo unspecified) | 10.1% | 1.6% | -10.8% | i | -2.1%
O=[N+]([O-])c1ccccc1S(=O)(=O)N1CCN(c2ccccn2)CC1 | -1.2% | -4.1% | 16.1% | 0.5% | -0.3%
Cc1ccc(-c2cc(C)nc3ncnn23)cc1 | -2.3% | 9.8% | 0.7% | 1.1% | -3.1%
C=CCn1c(-c2sc3nc(C)cc(C)c3c2N)n[nH]c1=S | -27.4% | 4.1% | / | 8.1% | -6.5%
O=c1ccc2cc(O[C@@H]3O[C@H](CO)[C@@H](O)[C@H](O)[C@H]3O)c(O)cc2o1 | / | / | -2.1% | 0.7% | /
CCCCC(=O)N/N=C/c1c(O)n(Cc2ccco2)c(=O)[nH]c1=O | 8.7% | -7.0% | 13.7µM* | 0.3% | 2.0%
O=C(CN1CCCN(Cc2ccc(F)cc2)S1(=O)=O)NC1CCCC1 | 0.8% | -0.4% | -0.8% | 0.4% | -3.7%
COc1ccccc1-n1c(C)nc(=O)c(-c2ccccc2)c1C | -7.5% | 1.2% | 4.3% | 3.9% | 3.9%
CC1CC(C)CN(CCCNC(=O)c2ccc3nc(N4CCCCC4)sc3c2)C1 (stereo unspecified) | 29.1% | -17.4% | 4.0% | 0.3% | -12.7%
Cc1cccc(OCC(=O)Nc2ccc(C(=O)NCC(C)C)cc2)c1 | 14.5% | -1.2% | -4.9% | 1.0% | 4.1%
OCC1(CC2CCCCO2)CCN(C/C=C/c2ccccc2)CC1 (stereo unspecified) | 3.5% | 11.0% | 6.2% | 0.9% | -4.5%
O=C(O)c1ccc(-n2c(-c3cc(-c4ccco4)[nH]n3)n[nH]c2=S)cc1 | -5.4% | 0.6% | -24.8% | 0.4% | -7.5%
O=C(Nc1ccccc1)O/N=C/c1ccccc1Cl | 2.7% | 11.8% | -10.7% | 1.6% | 0.9%
Cc1ccc(NC(=O)COC(=O)Cc2cccs2)c(Br)c1 | 21.1% | -5.4% | -7.2% | 0.6% | -7.7%
COC(=O)c1cc(-c2ccc(C)o2)nc2ccccc12 | ? | 1.5% | -4.5% | 0.2% | 6.2%
CC(NC(=O)Cc1ccc(S(=O)(=O)N2CCOCC2)s1)c1ccc(Br)cc1 (stereo unspecified) | / | / | -3.5% | 4.4% | /
Cc1cc(C)c2cc(C(=O)N3CCC(N4CCCCC4)CC3)[nH]c2c1 | -11.2% | 0.2% | 0.7% | 2.5% | -1.1%
COc1cc(C=O)ccc1OCCSc1ccc(Cl)cc1 | 69.9% | 0.5% | 0.0% | i | ?
OCc1ccc(OCCCOc2cccc3cccnc23)cc1 | 6.5% | 4.8% | -3.3% | 1.1% | 6.2%
O=C(N/N=C/C1CCCCC1)c1ccccn1 | 76.0% | -1.5% | -5.3% | 1.9% | ?
C=CCOc1cccc(C2C(C(=O)c3cccs3)=C(O)C(=O)N2Cc2cccnc2)c1 (stereo unspecified) | 6.5% | 12.4% | 3.6% | i | -5.7%
O=C(N/C(=C\c1ccc(Cl)cc1)C(=O)N1CCOCC1)c1ccc([N+](=O)[O-])cc1 | 15.0% | 17.9% | -15.4% | 1.3% | -1.8%
O=C(Cc1ccccc1F)Nc1cccc(S(=O)(=O)N2CCOCC2)c1 | 14.2% | / | -9.5% | 0.7% | -0.1%
CCCN(CC(=O)Nc1ccc(Cl)cc1Cl)C(=O)CC(NC(C)=O)c1ccccc1 (stereo unspecified) | -1.2% | 0.2% | 9.7% | 7.2% | -2.9%
COc1cccc(C(=O)Nc2cc(C)ccc2NC(=O)COc2ccccc2)c1 | -6.1% | -0.9% | 6.6% | 5.7% | 4.5%
CN(Cc1ccc(F)cc1)C(=O)COc1ccccc1-c1ccccc1 | 64.3% | 3.5% | -5.8% | 5.2% | -1.7%
O=C(NCCCN1CCOCC1)c1sc2cc(F)ccc2c1Cl | 14.1% | -4.7% | -6.6% | 0.2% | 0.4%
Cc1ccc(C(C)C)c(OCc2nn(CC(=O)c3ccc(Cl)cc3)c3[n+]2CCCCC3)c1 | ? | -26.5% | 16.1% | i | ?
COC(=O)c1ccccc1NC(=O)CSc1nnc(C(CO)NC(=O)c2ccccc2)n1C (stereo unspecified) | -7.7% | -17.9% | 3.1% | 0.6% | -3.9%
CC(=O)Nc1ccc(NC(=O)CCCn2cnc3ccccc3c2=O)cc1 | -5.2% | -15.3% | -7.1% | 1.1% | -1.8%
NNC(=O)CCCCCCCCCCOCCCCO | -9.1% | 7.0% | -16.0% | 1.2% | -2.2%
CN1C(=O)c2cccc3c(N(C)C)ccc(c23)C1=O | -10.0% | -25.5% | -10.2% | 3.2% | -1.5%
CC(=O)OC1(c2ccccc2)CCN(C2CCCCC2)CC1C (stereo unspecified) | 1.9% | 4.8% | -3.8% | 0.7% | -5.5%
CCCC(=O)NC(=S)NNC(=O)c1ccc([N+](=O)[O-])cc1 | 73.9% | -2.2% | 2.2% | 2.6% | 3.4%
Cc1nc(SCC(=O)Nc2ccccc2)c2oc3ccccc3c2n1 | -10.1% | -10.1% | -1.8% | i | -1.6%
